PP1 counter: PP1-alpha (human) inhibition in PP5 counter-screen; purified PP1alpha, OMFP fluorescence; inhibition, % at 6.7 µM; hit rate 0.9% among 320,000; AID 2235;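 active means inhibition above the mean inhibition of all tested compounds plus 3 SD, computed separately for each screening campaign, cut at about 15% in these data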
Target sequence (P62136 whole entry, looked up): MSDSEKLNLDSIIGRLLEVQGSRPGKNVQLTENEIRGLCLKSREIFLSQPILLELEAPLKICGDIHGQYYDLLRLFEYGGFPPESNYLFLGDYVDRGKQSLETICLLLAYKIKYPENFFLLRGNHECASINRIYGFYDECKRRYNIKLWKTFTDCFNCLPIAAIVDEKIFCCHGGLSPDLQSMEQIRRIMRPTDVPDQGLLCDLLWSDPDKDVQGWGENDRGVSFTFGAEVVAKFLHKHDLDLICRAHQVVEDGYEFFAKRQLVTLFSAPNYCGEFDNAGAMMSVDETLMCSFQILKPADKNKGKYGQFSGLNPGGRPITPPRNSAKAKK
core dimer inh: blocks dimerization of HCV core protein. TR-FRET GST/Flag-core106 dimerization, 1536-well. inhibition, % at 5 µM. hit rate 0.33% among 300,000;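 active means inhibition above the mean of all tested compounds plus 3 SD, set per screening campaign, cut at about 45% in these data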
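test system = GST/Flag-tagged HCV core106 proteins | probe or stimulus = Eu donor and XL665 acceptor anti-tag antibodies | times = compound-protein-antibody incubation 4 h at 22.5 °C | signal = TR-FRET, excitation 340 nm, emission 617 and 671 nm | measure = percent inhibition of core106 dimerization signal | controls = wells lacking GST-core106 and wells with excess unlabelled core106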
CTSL1 counter: counter-screen for PFM18AAP inhibitors: inhibitors of F. hepatica cathepsin L1; recombinant F. hepatica cathepsin L1, Z-Leu-Arg-MCA fluorescence; inhibition, % at 5.96 µM; hit rate 0.49% among 300,000;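 active means inhibition above the mean of all tested compounds plus 3 SD, set per screening campaign, cut at about 17% in these data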;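 further: 0% = plate median of test compound wells and 100% = 1 µM Z-Phe-Ala-diazomethylketone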
PP5 primary: blocks human protein phosphatase 5 activity; P53041; purified PP5c, OMFP substrate fluorescence; inhibition, % at 6.7 µM; hit rate 0.18% among 320,000; AID 1987;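 active means inhibition above the campaign's mean inhibition across all tested compounds plus 3 SD, cut at about 9.5% in these data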;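 further: 0% = DMSO only and 100% = 100 µM cantharidin control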
Efflux pump inh: inhibitors of Candida antifungal efflux pumps expressed in yeast; hit rate 0.44% among 330,000; S. cerevisiae Candida pump triplex, Nile Red efflux; inhibition, % at 10 µM; AID 485275;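 active means plate passing quality check with inhibition over a set limit, or well fluorescence over plate mean plus 4 SD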;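 further: Nile Red retained in pooled yeast measured as flow cytometry median fluorescence; 0% = buffer negative control and 100% = Enniatin B positive control; higher means more Nile Red kept so more efflux inhibition; some compounds called inactive have numbers as strong as hits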
procasp7 counter: counter-screen: procaspase-7 (human) activation | recombinant procaspase-7, Ac-DEVD-pNA absorbance 405 nm; D23A/D198A/D206A triple mutant, cannot self-cleave; scale: DMSO 0, 5 µM enzyme 100 | P55210 | AID 463210 | hit rate 0.093% among 330,000 | activation, % at 8.5 µM;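 active means percent activation above the screen-wide mean plus 3 SD, cut at about 25% in these data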
Target sequence (P55210 whole entry D23A/D198A/D206A): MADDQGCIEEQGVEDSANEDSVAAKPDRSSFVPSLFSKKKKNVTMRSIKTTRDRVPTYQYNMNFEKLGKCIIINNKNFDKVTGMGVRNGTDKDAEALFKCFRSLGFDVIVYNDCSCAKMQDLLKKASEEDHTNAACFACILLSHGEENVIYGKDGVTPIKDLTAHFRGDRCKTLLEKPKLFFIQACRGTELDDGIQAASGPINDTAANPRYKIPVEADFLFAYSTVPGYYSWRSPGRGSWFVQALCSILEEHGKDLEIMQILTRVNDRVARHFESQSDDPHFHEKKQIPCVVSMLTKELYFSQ
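Material: Procaspase-7 triple mutant (PC-7 D3A) | Quantity: 2 µM procaspase-7 mutant as dispensed | Reagent: DEVD-pNA substrate | Times: 1 h preincubation, 2 h reaction | Technique: 405 nm absorbance of p-nitroaniline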
procasp3 activ: activators of human procaspase-3; P42574; recombinant procaspase-3 D3A, Ac-DEVD-pNA absorbance 405 nm; activation, % at 8.5 µM; hit rate 0.11% among 330,000; AID 463141;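 active means activation above the mean of all tested compounds plus 3 SD, cut at about 21% in these data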;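 further: 0% = DMSO alone and 100% = DMSO wells spiked with extra 5 µM PC-3 D3A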
Target sequence (P42574 whole entry D9A/D28A/D175A): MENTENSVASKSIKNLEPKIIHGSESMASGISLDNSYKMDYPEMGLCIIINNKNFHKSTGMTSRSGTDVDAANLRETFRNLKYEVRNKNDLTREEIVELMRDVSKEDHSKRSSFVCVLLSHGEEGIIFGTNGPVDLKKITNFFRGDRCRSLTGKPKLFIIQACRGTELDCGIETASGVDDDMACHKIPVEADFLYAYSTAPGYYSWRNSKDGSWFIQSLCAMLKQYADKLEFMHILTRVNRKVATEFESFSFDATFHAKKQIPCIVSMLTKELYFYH
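Assay system – Procaspase-3 D3A mutant, all three cleavage aspartates alanine · Controls – DMSO-only low control, 5 µM PC-3 D3A high control · Schedule – 1 h compound preincubation, 2 h substrate hydrolysis at 25 °C · Signal – 405 nm absorbance of p-nitroaniline, reads at 0 and 120 min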
TPT1 inh: C. albicans TPT1 enzyme inhibition | recombinant caTPT1, FP RNA substrate dephosphorylation | inhibition, % at 5 µM | hit rate 0.81% among 300,000 | AID 1962;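 active means inhibition above the mean of all tested compounds plus 3 SD, set per screening campaign, cut at about 24% in these data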;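 further: plate controls were DMSO alone for no effect and ferristatin control at 100 nM for full effect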
GASC-1 inh: blocks human GASC-1 demethylase activity; GST-JMJD2C(1-420) H3K9me3 demethylation, DELFIA europium; hit rate 0.069% among 330,000; inhibition, % at 2.35 µM; AID 2099;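 active means more than half of a compound's replicate wells show inhibition beyond 50%, single wells judged on their own value; inconclusive means some, but no more than half, of replicates pass 50% inhibition; inactive means no replicate passes 50% inhibition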;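 further: signal counts dimethyl H3K9 product captured on neutravidin plate; 0% = median of DMSO wells and 100% = 0.3 times that DMSO median; strong numbers were not always called active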
* marks the source's active call; other numbers are inactive results; ? = inconclusive; · = no result given. An unsorted share of the library; overall some 2.9% were active at least once.

item | canonical_smiles | PP1 counter | core dimer inh | CTSL1 counter | PP5 primary | Efflux pump inh
1 | O=C(O)CCCNC(=O)c1cncc(Br)c1 | -3 | 6 | -3 | -0.1 | 0.0
2 | CN(N)c1ccc2c(C(F)(F)F)cc(C(F)(F)F)nc2n1 | -2 | -4 | 2 | 1.4 | 0.0
3 | Cc1cc(C)cc(N(CC(=O)NC(C)(C)C)C(=O)CNC(=O)c2cccs2)c1 | 0 | 2 | -3 | 1.9 | 0.2
4 | Cc1nc2ccc(S(=O)(=O)NC(C(=O)NCc3ccc4c(c3)OCO4)C(C)C)cc2s1 (stereo unspecified) | 0 | 0 | -1 | 2.9 | -0.2
5 | O=C(Cn1ccc2cc(S(=O)(=O)N3CCCC3)ccc21)NCc1ccco1 | -4 | -4 | 0 | -2.0 | 0.4
6 | COC(=O)C(C)Sc1ccc2nnc(-c3ccccc3)n2n1 (stereo unspecified) | -5 | 2 | 2 | -0.3 | 0.1
7 | CCCCS(=O)(=O)Nc1ccc2cn[nH]c2c1 | -2 | -6 | 0 | 2.2 | 0.1
8 | CC(=O)OC1C(OC(C)=O)N(C(C)=O)C(=O)N1C(C)=O (stereo unspecified) | -4 | -4 | -7 | 2.5 | 0.1
9 | O=C(/C=C/c1cccc(Oc2ccccc2)c1)N1CCOCC1 | 0 | -4 | 2 | 1.2 | 0.6
10 | CN1/C(=C\C=Nc2cc(S(=O)(=O)N3CCOCC3)ccc2N2CCOCC2)C(C)(C)c2ccccc21 | -3 | -1 | 2 | 1.9 | 0.2
11 | CCN1CCN(c2ncnc3sc(C(=O)Nc4ccccc4F)c(C)c23)CC1 | -1 | -4 | 3 | 0.9 | 0.0
12 | Cc1cccc(-c2noc(CSc3ccccc3)n2)c1 | -1 | -2 | -4 | 0.4 | -0.1
13 | CCOC(=O)C1(CCOc2ccccc2)CCN(Cc2cccc3c2OCO3)CC1 | 2 | -1 | -2 | 1.3 | 0.0
14 | COC(=O)c1ccc(CNC(=O)CNc2cc(C(F)(F)F)ccc2N2CCOCC2)cc1 | -1 | -2 | -2 | 3.2 | 0.1
15 | COc1cccc(C(=O)OCC(=O)c2c[nH]c3ccccc23)c1O | 0 | -10 | 1 | 2.5 | -0.3

item | procasp7 counter | procasp3 activ | TPT1 inh | GASC-1 inh
1 | 13 | 2 | -6 | -2
2 | 9 | 5 | 1 | -11
3 | -4 | 8 | -5 | 1
4 | 2 | 6 | -6 | 2
5 | 6 | 5 | 0 | 0
6 | -2 | -3 | -1 | ·
7 | 2 | 7 | 3 | 2
8 | 10 | -2 | -1 | 0
9 | 2 | -2 | -2 | 5
10 | 12 | -4 | 3 | 6
11 | 0 | -5 | -6 | 5
12 | -5 | -4 | -6 | 7
13 | -2 | 7 | 0 | 84
14 | 7 | -5 | 4 | ?
15 | -6 | 1 | 0 | 16

Laid out differently: results already given.
cpd | SMILES | PP1 counter | core dimer inh | CTSL1 counter | PP5 primary | Efflux pump inh | procasp7 counter | procasp3 activ | TPT1 inh | GASC-1 inh
5 | O=C(Cn1ccc2cc(S(=O)(=O)N3CCCC3)ccc21)NCc1ccco1 | -4 | -4 | 0 | -2.0 | 0.4 | 6 | 5 | 0 | 0
6 | COC(=O)C(C)Sc1ccc2nnc(-c3ccccc3)n2n1 (stereo unspecified) | -5 | 2 | 2 | -0.3 | 0.1 | -2 | -3 | -1 | ·
4 | Cc1nc2ccc(S(=O)(=O)NC(C(=O)NCc3ccc4c(c3)OCO4)C(C)C)cc2s1 (stereo unspecified) | 0 | 0 | -1 | 2.9 | -0.2 | 2 | 6 | -6 | 2

Back to the main list, starting two compounds before the break.
item | canonical_smiles | PP1 counter | core dimer inh | CTSL1 counter | PP5 primary | Efflux pump inh
14 | COC(=O)c1ccc(CNC(=O)CNc2cc(C(F)(F)F)ccc2N2CCOCC2)cc1 | -1 | -2 | -2 | 3.2 | 0.1
15 | COc1cccc(C(=O)OCC(=O)c2c[nH]c3ccccc23)c1O | 0 | -10 | 1 | 2.5 | -0.3
16 | COC(=O)c1ccc(C(=O)Nc2cc(Cl)ccc2Cl)cc1NC(=O)c1ccc(N(C)C)cc1 | -2 | 18 | -5 | 0.8 | 0.1
17 | Nn1c(C2CCC2)nc2ccccc2c1=O | 0 | 11 | -3 | 2.6 | -0.1
18 | COc1ccc(CCC(=O)OCc2csc(CC(=O)Nc3ccccc3C)n2)cc1 | 1 | 3 | 0 | 0.2 | 0.2
19 | CCCn1ccnc1SCC(=O)Nc1c(C)n(C)n(-c2ccccc2)c1=O | -3 | · | · | 1.4 | 0.0
20 | O=C(O)c1ccccc1S(=O)(=O)CC(=O)N1CCCCC1 | 0 | 6 | 3 | -1.2 | -0.7
21 | Cc1cccc(C)c1N(CC(=O)NCc1ccccc1)C(=O)c1csnn1 | 0 | 0 | -2 | -0.3 | -0.2
22 | COc1ccc(Cl)cc1NC(=O)c1cnc2n(c1=O)CCS2 | -3 | -3 | 1 | -0.8 | 0.1
23 | Cc1cc(C)n(-c2ccc(Cl)c(C(=O)Nc3ccc(OC(F)(F)F)cc3)n2)n1 | -2 | -2 | -3 | 2.9 | 0.2
24 | Nc1nnc(CC(c2ccccc2)c2ccccc2)s1 | 1 | -3 | 3 | 1.8 | -0.1
25 | COC(=O)c1cc(NC(=O)c2cccs2)ccc1N1CCOCC1 | -2 | -2 | 2 | -0.2 | 0.1
26 | CNC(=O)[C@@]1(C)C=C[C@@H](Cc2ccccc2)N1C(=O)OC | -2 | 1 | -3 | 3.1 | 0.0
27 | N/C(=N\OC(=O)/C=C/c1ccccc1Cl)c1ccncc1 | 2 | -3 | -22 | -1.9 | -0.1
28 | Nc1ccccc1C(=O)NCc1ccc(F)cc1 | -1 | 3 | 1 | -0.6 | -0.1
29 | CCOC(=O)C(=CNc1ccc2c(c1)CCN2C(C)=O)C(=O)OCC | -9 | 0 | 2 | -2.5 | -0.1
30 | COc1ccc(S(=O)(=O)N2CCN(C(=O)COc3ccc(C)c(C)c3)CC2)cc1OC | 0 | 8 | 2 | 1.1 | -0.2

item | procasp7 counter | procasp3 activ | TPT1 inh | GASC-1 inh
14 | 7 | -5 | 4 | ?
15 | -6 | 1 | 0 | 16
16 | 8 | 7 | 0 | 1
17 | 0 | -1 | -1 | 5
18 | 12 | -3 | 0 | 13
19 | -5 | -4 | · | -1
20 | -2 | 2 | -1 | 7
21 | -4 | -6 | -2 | -2
22 | 7 | 6 | -3 | -21
23 | -3 | 11 | -2 | -1
24 | 4 | 6 | -1 | 0
25 | 5 | 2 | 1 | -1
26 | -2 | -4 | -2 | 4
27 | 12 | -3 | -7 | 3
28 | -3 | 5 | 1 | 8
29 | 4 | -2 | -1 | -7
30 | 39* | -2 | 1 | -19

Following part
item | canonical_smiles | PP1 counter | core dimer inh | CTSL1 counter | PP5 primary | Efflux pump inh
31 | C/C(=N\NC(=O)COc1ccc(C)cc1[N+](=O)[O-])c1cccs1 | -3 | 6 | 5 | -2.5 | 0.0
32 | O=C(NCc1nnc(SC/C=C/c2ccccc2)o1)c1ccco1 | 0 | -5 | 2 | 2.9 | -0.1
33 | CC(C)CC(=O)Nc1cccc(C(=O)Nc2ccccc2C(=O)O)c1 | -3 | 1 | 3 | -0.8 | -0.4
34 | OC(COC(c1ccccc1)c1ccccc1)CN1CCN(c2ccccn2)CC1 (stereo unspecified) | -2 | -3 | -5 | 4.1 | 0.2
35 | CCN1CCN(C(=O)CCCCCn2c(=O)[nH]c3cc(C(=O)OC)ccc3c2=O)CC1 | -2 | 3 | -1 | 2.4 | 0.1
36 | CC(C)NC(=O)CN(CCc1ccccc1)S(C)(=O)=O | -1 | 0 | -4 | -0.2 | 0.1
37 | Cc1ccc(-c2nc3sc(C#N)c(N)n3c(=O)c2C#N)cc1 | 4 | 30 | 11 | -5.0 | -0.1
38 | CC(=O)NC(CC(=O)OCC(=O)N1c2ccccc2NC(=O)C1(C)C)c1ccccc1 (stereo unspecified) | 2 | · | · | 2.0 | -0.1
39 | Clc1ccc2nc(-c3ccccc3)c(CN3CCOCC3)n2c1 | 2 | 5 | 5 | 2.3 | 0.1
40 | COC(=O)C1=CN(Cc2ccc(OC)c(OC)c2)C=C(C(=O)OC)C1c1cccc(OC)c1OC | 0 | -2 | 2 | 0.8 | 0.0
41 | Cc1onc(-c2ccccc2)c1C(=O)NNC(=O)c1ccccc1Br | -2 | · | · | -1.4 | -0.4
42 | CCCc1cc(=O)[nH]c(SCC(=O)N2CCN(S(=O)(=O)c3ccc(Cl)cc3)CC2)n1 | 1 | -6 | 1 | 3.8 | 0.0
43 | CCOC(=O)N1CCN(CCC(=O)Nc2ccc(C)c(Br)c2)CC1 | 1 | -1 | -2 | 3.7 | 0.2
44 | Cc1c(C(=O)N2CCC(C(N)=O)CC2)oc2ccc(Br)cc12 | 3 | -2 | 4 | -1.4 | 0.0
45 | CC(=O)Nc1ccc(S(=O)(=O)Nc2nccc(/C=C/c3ccccc3F)n2)cc1 | -2 | 6 | 4 | -1.2 | 0.0

item | procasp7 counter | procasp3 activ | TPT1 inh | GASC-1 inh
31 | 2 | 6 | 4 | 6
32 | 5 | -8 | 1 | 4
33 | 5 | 12 | 2 | 0
34 | 3 | -4 | 0 | 1
35 | -2 | 3 | 3 | 6
36 | 3 | -6 | 0 | 2
37 | -28 | -27 | 24* | 1
38 | 3 | 5 | · | 0
39 | 2 | -9 | -2 | 3
40 | 7 | 4 | -1 | 2
41 | -1 | 5 | · | -14
42 | -9 | 6 | -1 | 6
43 | 6 | -7 | -2 | 6
44 | 2 | 4 | 0 | -5
45 | 2 | -1 | 0 | -5

(more compounds)
item | canonical_smiles | PP1 counter | core dimer inh | CTSL1 counter | PP5 primary | Efflux pump inh
46 | c1ccc(-c2ccc3c(n2)CCCO3)cc1 | -9 | -17 | 4 | -5.0 | -0.1
47 | Cc1cccc(C)c1OCCNC(=O)c1ccc2ccccc2n1 | 5 | -5 | 2 | 4.7 | 0.2
48 | CCOc1cc2[nH]c(=S)n(CCCN3CCOCC3)c(=O)c2cc1OCC | -5 | 0 | 1 | 5.5 | 0.1
49 | CCOC(=O)/C=c1\s/c(=C\c2ccc(C)cc2)c(=O)n1CC(=O)NCc1ccco1 | 0 | 11 | 0 | 0.2 | 0.3
50 | CCNc1ccccc(C(=O)/C=C/c2ccc3c(c2)OCO3)c1=O | 9 | 50* | -2 | 2.4 | 0.1
51 | CC(=O)Nc1ccc(S(=O)(=O)NCC2CCC(C(=O)NCCCOC(C)C)CC2)cc1 (stereo unspecified) | -1 | -3 | 6 | 5.1 | 0.1

item | procasp7 counter | procasp3 activ | TPT1 inh | GASC-1 inh
46 | -11 | -4 | -2 | -1
47 | 0 | -6 | -5 | 2
48 | 8 | 8 | 2 | 2
49 | 2 | 7 | 0 | 6
50 | -19 | -9 | 26* | -1
51 | -1 | -4 | 3 | -4

High-throughput results deposited in PubChem BioAssay by several laboratories.
